XIAP antagonists = XIAP antagonists, biochemical, IAP family, fluorescence polarization (AID 1018); XIAP BIR domain, fluorescence polarization peptide displacement; higher % means a stronger effect; actives 0.007% (n = 200,000); one-dose displacement, % at 20 µM; IC50 in µM for titrated hits; in the data active = displacement above about 50%; also: a part of the inactive calls stands beside numbers as strong as those of hits
M1AAP inhibition = P. falciparum M1AAP inhibitors, biochemical, fluorogenic H-Leu-NHMec substrate, 1536-well (AID 1445). recombinant M1AAP, H-Leu-NHMec fluorogenic kinetic assay; higher % means a stronger effect. inhibition, % at 30 µM, or IC50 in µM where a hit was titrated. actives 0.42% (n = 220,000);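 active = primary inhibition above the hit cutoff, then over 50% inhibition at one or more dose response concentrations, cut at about 23% in these data, passing the limit was not always enough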;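 also: plate controls were DMSO full reaction for no effect and no enzyme background for full effect; strong numbers were not always called active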
TNAP activation fold = human TNAP enzyme activators, primary screen, biochemical, luminescent, no phosphate acceptor, uHTS (AID 1001); purified TNAP, luminescent activation assay, no phosphate acceptor; higher activation fold means a stronger effect; activation fold at 20 µM; hits with a dose series show EC50 in µM; actives 0.03% (n = 200,000); in the data active = activation fold from about 3, or a potency from the dose series; inactive = the rest, 99 in 100 with activation fold below about 1.6; also: many of its hits are not listed in these tables
Myeloid diff MLP = promotes myeloid progenitor differentiation | AID 624256 | calls only at 10 µM | ER-HoxA9 myeloid progenitors, lysozyme-GFP differentiation, flow cytometry | actives 1% (n = 360,000);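 active = normalized GFP-positive differentiation at or above the plate's own cutoff, the solvent-only control mean plus 3 SD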;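 also: cells exposed to compound for four days before flow analysis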
human PMI inhibition = inhibitors of human PMI, primary screen, biochemical, fluorescence intensity, coupled assay (AID 1209); actives 0.42% (n = 190,000); inhibition, % at 20 µM; hits with a dose series show IC50 in µM; purified PMI enzyme, coupled fluorescence intensity; higher % means a stronger effect;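 also: plate controls were DMSO vehicle for no effect and wells lacking substrate for full effect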
ER stress rescue = protection against thapsigargin-triggered cell killing – 384-well, CSM14.1, ATP luminescence, primary screen (AID 1222); CSM14.1 thapsigargin-induced death rescue, ATP luminescence; higher % means a stronger effect; cellular ATP content (survival), % at 20 µM; hits with a dose series show EC50 in µM; 190,000 tested, under 10 active;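 active = EC50 below 50 µM in the dose-response confirmation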;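 also: death triggered by thapsigargin at about 15 µM added after 2 h compound pretreatment; cell ATP read after overnight thapsigargin exposure of roughly 18 to 22 hours; normalized against plate controls of thapsigargin alone and 5% DMSO vehicle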
human PMI inhibitors = MPI inhibition at elevated mannose 6-phosphate – biochemical, fluorescence intensity, high mannose 6-phosphate, primary screen (AID 1220) | actives 0.66% (n = 190,000) | recombinant PMI enzyme, coupled fluorescence intensity; higher % means a stronger effect | inhibition, % at 20 µM; hits with a dose series show IC50 in µM
P. falciparum M17LAP = P. falciparum M17LAP inhibitors, primary screen, biochemical, fluorogenic H-Leu-NHMec substrate, 1536-well (AID 1619); inhibition, % at 30 µM; hits with a dose series show IC50 in µM; actives 0.38% (n = 220,000); recombinant M17LAP, H-Leu-NHMec fluorogenic kinetic assay; higher % means a stronger effect;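 active = compound inhibiting the enzyme by more than half at any dose during confirmatory dose-response retesting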;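 also: plate controls were full reaction with DMSO carrier for no effect and no enzyme background for full effect; strong numbers were not always called active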
LYP inhibition = PTPN22 lymphoid phosphatase activity blockers – biochemical, fluorescence intensity, uHTS (AID 1779) | recombinant LYP phosphatase, fluorescence intensity; higher % means a stronger effect | inhibition, % at 11.5 µM, or IC50 in µM where a hit was titrated | actives 0.054% (n = 290,000);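 also: plate controls were vehicle with enzyme for no effect and no enzyme for full effect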
Myeloid diff MLP GFP+ MAC1+ % = further read-out of Myeloid diff MLP, marked with its call; GFP+ MAC1+ double positive, %; measured here: differentiation confirmed by MAC1 staining
* = called active by the depositor; i = inactive; . = no result given; + = active, no number; & = joins results of further samples. Rule as the data show it, unless noted: active = inhibition above about 50%; inactive = the rest.

Below each SMILES – XIAP antagonists, M1AAP inhibition, TNAP activation fold, Myeloid diff MLP, Myeloid diff MLP GFP+ MAC1+ %, human PMI inhibition, ER stress rescue, human PMI inhibitors, P. falciparum M17LAP, LYP inhibition
> Cn1c(CC(=O)NC(C)(C)CO)c(Sc2ccccc2)c2ccccc21
→ -6.1%, 5%, 1, i, 0.4, 5%, 7.2%, 6%, 2%, -6%
> CCOC(=O)c1[nH]c2ccc(OC)cc2c1NC(=S)N1CCN(c2ccccc2OC)CC1
→ -6.7%, 8%, 1.1, i, 1.1, 21%, -3.9%, 18%, -2%, -5%
> CCOC(=O)N1CCN(CCC(=O)Nc2ccc(Br)cc2)CC1
→ -2.1%, 0%, 1, i, 1.1, 2%, 1.6%, -2%, 1%, -3%
> CCOC(=O)N1CCC(N2Cc3cccc(C(=O)NCc4ccc(OC)cc4)c3C2=O)CC1
→ -4.0%, 1%, 1, ., ., -5%, -2.3%, -2%, 8%, 0%
> CCNC(=O)CC1C(=O)N(c2ccccc2)C(=O)N1Cc1ccc(OC)cc1 (stereo not drawn)
→ -0.8%, 4%, 1.1, i, 8.4, 21%, 0.7%, 20%, -7%, 1%
> COCCCNCCC(CCC(C)C)c1ccc2c(c1)OCO2 (stereo not drawn)
→ ., 7%, ., i, 0.7, ., ., ., 14%, -7%
> CCCN1C(=O)CC(c2ccco2)Sc2ccccc21 (stereo not drawn)
→ -1.7%, 2%, 1.1, i, 2.9, 0%, -2.8%, 2%, 9%, 1%
> O=C(Nc1ccccc1N1CCN(C(=O)c2ccccc2)CC1)c1ccccc1Cl
→ ., 2%, ., i, 0.1, ., ., ., -1%, 5%
> Cc1c(O)c(=O)ccn1C
→ -6.0%&-2.0%, 1%&-3%, 1.1&1, i, 2.0, 12%&25%, -2.5%&-1.3%, -19%&-18%, -4%&-1%, -2%&-6%
> O=C(Nc1ccccc1N1CCCCC1)c1cccs1
→ -3.0%, -2%, 1.1, i, 0.6, 11%, -1.0%, 5%, -5%, -6%
> CCCN(C(=O)/C=C/c1ccco1)c1c(N)n(Cc2ccccc2)c(=O)[nH]c1=O
→ -3.5%, 0%, 1.1, i, 0.3, -9%, -1.7%, 1%, 12%, -3%
> O=C(NCCc1ccc(Cl)cc1)c1ccc(CNc2c(N3CCOCC3)c(=O)c2=O)cc1
→ ., 5%, ., i, 0.2, ., ., ., -1%, -6%
> O=C(CSc1nnnn1C1CCCC1)c1ccc2c(c1)OCCO2
→ -2.9%, 1%, 0.9, i, 6.2, -2%, -1.5%, 1%, 4%, 1%
> Cc1ccc(NCCC(=O)c2ccc(Cl)cc2)cc1
→ 1.1%, 10%, 1.1, i, 4.5, 6%, 0.6%, 3%, 8%, -7%
> O=c1[nH]c(SCc2ccccc2)nnc1-c1ccccc1
→ 0.2%, -2%, 1.1, i, 0.8, -3%, 1.4%, -2%, 32%, 2%
> O=C(CNc1c(Br)cc(Br)cc1Br)NN=C1CCCCC1
→ -2.2%, 3%, 1.1, ., ., 2%, -2.4%, 5%, 3%, -2%
> Clc1ccc(SCc2cc(-c3ccc(Cl)cc3)on2)cc1
→ -1.5%, -1%, 1, i, 0.8, 14%, 0.0%, 19%, -2%, -6%
> Cc1ccc(Cn2nnc3c(=O)n(CC(=O)OCc4ccccc4)cnc32)cc1
→ -0.8%, -2%, 1.1, i, 5.0, -6%, -0.8%, -4%, -3%, 0%
> CC1(C)NC(=O)N(CC(O)CN2C(=O)NC(C)(C)C2=O)C1=O
→ 1.9%, 2%, 1.1, i, 2.4, -9%, 1.4%, 2%, -1%, 0%
> Cc1nc2ccc(F)cc2cc1C(=O)Nc1ccc(Cl)c(Cl)c1
→ 0.3%, -3%, 1.2, i, 1.0, 17%, -1.1%, 11%, 2%, -9%
> COc1cc(NC2=Nc3cccc4cccc2c34)cc(OC)c1OC
→ 0.9%, 4%, 1.1, i, 1.4, 3%, -1.9%, 11%, 4%, -8%
> CCNS(=O)(=O)c1c(C)cc(C)c(N(C)S(=O)(=O)c2ccccc2)c1C
→ -0.5%, 0%, 1.1, i, 0.6, 8%, 0.9%, 8%, -5%, -4%
> Cc1ccc2[nH]c(=O)c(CN(CC3CCCO3)C(=O)c3ccco3)cc2c1 (stereo not drawn)
→ -13%, ., 1, ., ., 6%, 2.8%, -2%, ., -7%
> COc1cc(/C=C/C(=O)OCC(=O)Nc2ccc3c(c2)OCCO3)ccc1O
→ -5.3%, 12%, 1.1, i, 1.5, 5%, -3.1%, 4%, 12%, -5%
> O=C(Cc1ccc([N+](=O)[O-])cc1)NCc1ccncc1
→ -2.3%, 5%, 1, i, 0.5, -6%, -1.0%, 2%, -2%, -1%
> C=C(C)C(=O)Nc1cccc(C2=NOC3(C2)C[C@@H](C(N)=O)N(C(=O)c2cc([N+](=O)[O-])cc([N+](=O)[O-])c2C)C3)c1 (stereo partly drawn)
→ ., 0%, ., i, 1.6, ., ., ., 11%, -6%
> S=c1[nH]nc(Nc2ccccc2)s1
→ -4.3%, 1%, 1, i, 0.2, -40%, -0.6%, -98%, 37%, 2%
> O=C(NC(=S)N1CCCCC1)C12CC3CC(CC(C3)C1)C2
→ -3.4%, 6%, 1, i, 0.2, 10%, 0.5%, 6%, -4%, -3%
> CC(C)CN1CCN(Cc2cc(F)ccc2-n2cccn2)CC1CCO (stereo not drawn)
→ -6.6%, -4%, 1.1, i, 0.5, 1%, -0.7%, 4%, -6%, -2%
> O=c1c(-c2ccc3c(c2)OCCO3)c(C(F)(F)F)oc2cc(O)cc(O)c12
→ -2.9%, 25%*, 1.1, i, 0.8, 9%, -0.3%, 17%, 11%, 12%

Arranged by SMILES length (smallest number first): some entries from above
Below each SMILES – XIAP antagonists, M1AAP inhibition, TNAP activation fold, Myeloid diff MLP, Myeloid diff MLP GFP+ MAC1+ %, human PMI inhibition, ER stress rescue, human PMI inhibitors, P. falciparum M17LAP, LYP inhibition
> O=C(Cc1ccc([N+](=O)[O-])cc1)NCc1ccncc1
→ -2.3%, 5%, 1, i, 0.5, -6%, -1.0%, 2%, -2%, -1%
> CC(C)CN1CCN(Cc2cc(F)ccc2-n2cccn2)CC1CCO (stereo not drawn)
→ -6.6%, -4%, 1.1, i, 0.5, 1%, -0.7%, 4%, -6%, -2%
> Cc1nc2ccc(F)cc2cc1C(=O)Nc1ccc(Cl)c(Cl)c1
→ 0.3%, -3%, 1.2, i, 1.0, 17%, -1.1%, 11%, 2%, -9%
> Cc1ccc2[nH]c(=O)c(CN(CC3CCCO3)C(=O)c3ccco3)cc2c1 (stereo not drawn)
→ -13%, ., 1, ., ., 6%, 2.8%, -2%, ., -7%
> O=c1c(-c2ccc3c(c2)OCCO3)c(C(F)(F)F)oc2cc(O)cc(O)c12
→ -2.9%, 25%*, 1.1, i, 0.8, 9%, -0.3%, 17%, 11%, 12%

The listing continues.
Below each SMILES – XIAP antagonists, M1AAP inhibition, TNAP activation fold, Myeloid diff MLP, Myeloid diff MLP GFP+ MAC1+ %, human PMI inhibition, ER stress rescue, human PMI inhibitors, P. falciparum M17LAP, LYP inhibition
> CC1CCCCC12NC(=O)N(CC(=O)NCCc1ccccn1)C2=O (stereo not drawn)
→ -4.5%, 3%, 1.1, i, 1.7, -5%, -1.6%, -7%, 6%, -6%
> Cc1ccc(NC(=O)COC(=O)CCC(=O)c2cccs2)cc1S(=O)(=O)N1CCOCC1
→ -0.2%, 0%, 1.1, i, 3.6, -2%, -0.4%, -6%, 0%, -3%
> O=C(COc1cccnc1[N+](=O)[O-])Nc1cccc(S(=O)(=O)N2CCOCC2)c1
→ -5.8%, 4%, 1.1, i, 0.2, -9%, -1.9%, -2%, -3%, -7%
> O=C(Cc1ccc(Cl)cc1)Nc1ccc(SC(F)F)cc1
→ -8.7%, 7%, 1, i, 0.2, 8%, -1.0%, 22%, 13%, 0%
> O=C(CSc1nnc(-c2ccccc2)o1)Oc1ccc(Br)cc1
→ -18%, 3%, 1.2, i, 2.6, -1%, -0.7%, 7%, -6%, 2%
> O=C(CCC(=O)N(CC(=O)NC1CCCC1)Cc1ccc2c(c1)OCO2)Nc1nccs1
→ -1.6%, 12%, 1.1, ., ., -3%, -0.4%, -4%, 13%, -1%
> COc1ccc(CC(=O)Nc2ccc(C(C)=O)cc2)cc1
→ -9.7%, 0%, 1.1, i, 0.1, ., -1.0%, ., 19%, -4%
> COc1ccc(-n2c(Cc3cccn3C)nnc2SCC(N)=O)cc1
→ -4.4%, -2%, 1, i, 3.1, 7%, ., 7%, 12%, -2%
> Cc1nn(-c2ccccc2)c(C)c1C(=O)OCC(=O)c1c(N)n(CC(C)C)c(=O)n(C)c1=O
→ -0.1%, -3%, 1.1, i, 0.9, -3%, 0.1%, 4%, 1%, -8%
> Cc1ccc(C(C(=O)NC2CCCCC2)N(Cc2ccco2)C(=O)Cc2c[nH]c3ccccc23)o1 (stereo not drawn)
→ 1.5%, 3%, 1.1, i, 1.9, 20%, -2.8%, 24%, -4%, 10%
> COc1ccccc1NS(=O)(=O)c1ccc(N/N=C/C=C/c2ccccc2[N+](=O)[O-])c([N+](=O)[O-])c1
→ -0.6%, -6%, 0.8, i, 0.5, 14%, 0.8%, 12%, -9%, 0%
> Cc1ccc(Cn2c(SCC(=O)NCc3ccco3)nc3ccsc3c2=O)cc1
→ -3.1%, -2%, 1.2, i, 7.0, 6%, -1.1%, 8%, -11%, 6%
> c1ccc2c(c1)COC(CN1CCCCC1)OC2
→ -8.0%, 2%, 1.1, i, 0.1, 2%, -0.4%, -3%, 0%, -5%
> c1ccc(Sc2ncnc3c2oc2ccccc23)cc1
→ -2.7%, -2%, 1.1, i, 1.5, 9%, -1.2%, 7%, 1%, -2%
> C/C(CCC1CC(C)OC1=O)=N\NC(N)=O (stereo not drawn)
→ ., 1%, ., i, 0.1, ., ., ., 0%, -9%
> Cc1occc1-c1nnc(SCC(=O)Nc2nccs2)n1Cc1ccco1
→ -3.8%, 4%, 1.1, i, 1.0, 9%, 2.4%, 4%, -1%, -3%
> C=CCCCCCCCC(=O)OC
→ -3.5%, -5%, 1.1, i, 6.3, 0%, -1.5%, 0%, -2%, -10%
> COc1cccc(OCCNC(=O)c2cc([N+](=O)[O-])cc([N+](=O)[O-])c2)c1
→ -3.0%, 6%, 1, +, 24*, -3%, -0.8%, -3%, 2%, 4%

The order is random; 2.7% or so of the library scored in one or more.
